P. falciparum M17LAP: P. falciparum M17LAP inhibitors, primary screen, biochemical, fluorogenic H-Leu-NHMec substrate, 1536-well (AID 1619). recombinant M17LAP, H-Leu-NHMec fluorogenic kinetic assay; higher % means a stronger effect. one-dose inhibition, % at 30 µM; IC50 in µM for titrated hits. 220,000 compounds, 0.38% hits;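 active = compound inhibiting the enzyme by more than half at any dose during confirmatory dose-response retesting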;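 also: plate controls were full reaction with DMSO carrier for no effect and no enzyme background for full effect; strong numbers were not always called active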
P. falciparum M1AAP: P. falciparum M1AAP inhibitors, biochemical, fluorogenic H-Leu-NHMec substrate, 1536-well (AID 1445). one-dose inhibition, % at 30 µM; IC50 in µM for titrated hits. recombinant M1AAP, H-Leu-NHMec fluorogenic kinetic assay; higher % means a stronger effect. 220,000 compounds, 0.42% hits;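 active = primary inhibition above the hit cutoff, then over 50% inhibition at one or more dose response concentrations, cut at about 23% in these data, passing the limit was not always enough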;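 also: plate controls were DMSO full reaction for no effect and no enzyme background for full effect; strong numbers were not always called active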
AID2073: disruptors of CaV2.2 binding to Mint1 – biochemical, HTRF (AID 2073); HTRF protein-protein interaction, Mint1-CaV2.2; higher % means a stronger effect; one-dose inhibition, % at 20 µM; IC50 in µM for titrated hits; 290,000 compounds, 0.19% hits; in the data active = inhibition mostly above about 51%, no sharp cut-off; also: some results filed as inactive read as strong as hits
PMI inhibitors: inhibitors of human PMI, primary screen, biochemical, fluorescence intensity, coupled assay (AID 1209). purified PMI enzyme, coupled fluorescence intensity; higher % means a stronger effect. 190,000 compounds, 0.42% hits. inhibition, % at 20 µM, or IC50 in µM where a hit was titrated;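 also: plate controls were DMSO vehicle for no effect and wells lacking substrate for full effect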
Siah-1 displacement: blockers of Siah-1 interaction with plectin peptide – biochemical, fluorescence polarization, rhodamine-plectin, uHTS, primary screen (AID 1817) | Siah-1 / rhodamine-plectin peptide fluorescence polarization; higher % means a stronger effect | displacement, % at 20 µM, or IC50 in µM where a hit was titrated | 290,000 compounds, 0.02% hits;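 active = displacement of at least 50% at 20 µM, with a fluorescence ratio check between 0.3 and a set limit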;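 also: plate controls were Siah plus tracer with DMSO for no effect and tracer alone without Siah for full effect; strong numbers were not always called active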
LYP inhibition: PTPN22 lymphoid phosphatase activity blockers – biochemical, fluorescence intensity, uHTS (AID 1779). inhibition, % at 11.5 µM; hits with a dose series show IC50 in µM. recombinant LYP phosphatase, fluorescence intensity; higher % means a stronger effect. 290,000 compounds, 0.054% hits;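 also: plate controls were vehicle with enzyme for no effect and no enzyme for full effect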
human PMI inhibitors: human PMI inhibitors, high substrate, primary screen, biochemical, fluorescence intensity, high mannose 6-phosphate (AID 1220); 190,000 compounds, 0.66% hits; recombinant PMI enzyme, coupled fluorescence intensity; higher % means a stronger effect; inhibition, % at 20 µM, or IC50 in µM where a hit was titrated
Dynein cargo inh: dynein cargo transport inhibition; 220,000 compounds, 0.47% hits; 3617.4 mouse cells, GR-EGFP nuclear translocation imaging; test concentration mostly 20 µM; stimulated with dexamethasone, 1 µM; hits give low values; AID 1381; z-score, hits read low;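 active = plate z-score of nuclear minus cytoplasmic receptor signal below a set negative limit, without overly bright fluorescence or cell loss, cut at about -3.5 in these data, passing the limit was not always enough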;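 also: z-score of nuclear minus cytoplasmic ring GR-EGFP intensity difference per well; some compounds called inactive have numbers as strong as hits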
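Also added – dexamethasone, 1.0 µM final · Buffer or medium – tet-free, stripped-serum medium · Schedule – induction 48 h, compound 1 h, agonist 30 min · Detection – formaldehyde fixation, Hoechst nuclear stain, 10x automated fluorescence imaging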
XIAP antagonists: small molecules displacing peptide from XIAP – biochemical, IAP family, fluorescence polarization (AID 1018); displacement, % at 20 µM; hits with a dose series show IC50 in µM; XIAP BIR domain, fluorescence polarization peptide displacement; higher % means a stronger effect; 200,000 compounds, 0.007% hits; in the data active = displacement above about 50%; also: a part of the inactive calls stands beside numbers as strong as those of hits
Dynein cargo inh cytoplasmic EGFP: further read-out of Dynein cargo inh, marked with its call; z-score; measured here: cytoplasmic GR-EGFP intensity; hits give high values
Dynein cargo inh nuclear GR-EGFP: second read-out of Dynein cargo inh, no call of its own (marks repeat the call); z-score; measured here: nuclear GR-EGFP intensity;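 lower value marks the stronger effect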
Dynein cargo inh cell count: second read-out of Dynein cargo inh, no call of its own (marks repeat the call); z-score; measured here: cell count per field
* = called active by the depositor; . = not tested or not shown; & = joins results of further samples. Rule as the data show it, unless noted: active = inhibition above about 50%; inactive = the rest.

SMILES	P. falciparum M17LAP	P. falciparum M1AAP	AID2073	PMI inhibitors	Siah-1 displacement	LYP inhibition	human PMI inhibitors	Dynein cargo inh	Dynein cargo inh cytoplasmic EGFP	Dynein cargo inh nuclear GR-EGFP	Dynein cargo inh cell count	XIAP antagonists
O=C(Nc1cc(Cl)cc(Cl)c1)N1CCCN(Cc2ccccc2)CC1	11.4%	8.2%	11.1%	.	-2.1%	3.8%	.	-0.416	-0.205	-0.235	-0.957	.
CN1CCN(C(=O)C2CCCCC2C(=O)O)CC1 (stereo unspecified)	14.2%	8.8%	-7.1%	12.0%	1.9%	-6.3%	9.9%	-1.84	-0.225	-0.916	0.698	-2.3%
O=C1C2CC=C(Cl)CC2C(=O)N1c1ncn[nH]1 (stereo unspecified)	15.0%	4.0%	-0.8%	-4.1%	10.4%	-10.7%	-4.3%	-0.161	0.184	-0.0536	1.16	-3.0%
CCOC(=O)C1(P(=O)(c2ccc(Cl)cc2)c2ccc(Cl)cc2)CCC1	0.5%	1.6%	1.6%	2.6%	-6.7%	-10.5%	-3.2%	-0.556	-0.239	-0.349	2.23	-4.8%
O=c1ccn(Cc2ccc(F)cc2)c2ccnc(C(F)(F)F)c12	16.2%	-1.3%	-0.5%	5.9%	0.0%	-4.6%	9.4%	1.35	-0.2	0.857	-1.86	-5.5%
CN(C(=O)C1CCOC1)c1nnc(C2CCOC2)s1 (stereo unspecified)	-8.7%	-11.4%	0.5%	3.3%	3.9%	-6.2%	0.8%	-0.0197	-0.234	0.592	-0.45	-5.3%
CN1C2=C(C#N)C(c3ccccc3)(C(F)(F)F)NC(=O)N2c2ccccc21 (stereo unspecified)	4.2%	-0.2%	9.0%	4.3%	2.0%	-5.4%	-1.2%	2.06	0.264	1.75	-1.57	-5.1%
CC(C)CNC(=O)c1noc2c1CCCC2	2.6%	4.5%	15.1%	7.9%	2.5%	0.2%	11.4%	-0.0874	-0.228	0.0551	0.302	-4.7%
CSc1nc(N(C)NC(=O)c2ccccc2)c2ccccc2n1	4.2%	0.9%	9.5%	9.1%	-2.4%	-3.7%	11.1%	-0.0078	-0.225	-0.549	0.217	-1.9%
Cc1cc(NC(=O)Nc2ccc(F)cc2F)n(C)n1	-3.6%	4.3%	-8.5%	0.5%	-10.7%	-1.1%	6.6%	0.675	-0.244	0.349	-1.23	-12.6%
COc1ccc(C(=O)N/N=C/c2sc(=O)n(Cc3cccc(C(=O)O)c3)c2Cl)cc1	43.6%	8.1%	-0.1%	.	-3.0%	2.3%	.	0.0302	-0.248	0.594	0.551	.
Cc1oc(-c2ccccc2F)nc1CN1CCC(C(=O)NCCC2=CCCCC2)CC1	-0.7%	5.5%	-5.3%	-3.3%	5.7%	-5.5%	0.3%	-0.608	-0.299	-0.213	0.272	-3.0%
CCCCN(C(=O)CSc1nnc2ccccn12)c1c(N)n(Cc2ccccc2)c(=O)[nH]c1=O	13.7%	0.2%	3.4%	-2.7%	-5.2%	-9.8%	-3.5%	-0.754	-0.222	-0.551	1.12	-4.8%
O=C(CSCc1cnn(-c2ccccc2)c1-n1cccc1)NCc1ccc2c(c1)OCO2	6.4%	6.0%	-6.1%	14.6%	3.3%	-2.1%	11.1%	0.34	-0.215	0.161	-0.862	-9.9%
CC(=O)c1sc(NC(=O)C2COc3ccccc3O2)nc1C (stereo unspecified)	19.6%	15.1%	13.3%	-15.4%	-2.7%	-0.1%	-12.0%	-0.669	-0.206	-0.155	-0.119	-4.7%
CCOc1cccc2c1OC1(C)CC2NC(=O)N1c1ccc(OC)cc1 (stereo unspecified)	-2.8%	9.9%	1.4%	4.0%	4.7%	-7.5%	1.1%	-0.189	-0.385	-0.207	1.25	-3.4%
CC(C)CCN(N=O)[C@@H](Cc1ccccc1)CN(N=O)[C@@H](Cc1ccccc1)CN(C)N=O	-5.1%	2.6%	15.6%	18.6%	15.4%	1.2%	14.2%	-0.305	-0.256	0.0958	0.325	-1.4%
CCN(CC)C1CCN(c2nc3nonc3nc2NCCOC)C1 (stereo unspecified)	3.6%	8.7%	10.4%	-5.7%	0.1%	3.7%	-8.5%	-0.239	-0.297	-0.317	0.594	-5.8%
CCCN1C(=O)/C(=C\c2ccncc2)SC1=Nc1ccccc1	-2.8%	10.6%	-3.0%	12.5%	-1.9%	-3.5%	13.2%	-4.43*	0.169*	-1.44*	1.57*	1.3%
CCN(CC)CCNCc1cc(Cl)c(OCC(=O)Nc2ccccc2)c(OC)c1	-0.4%	3.6%	-4.1%	-2.5%	6.0%	-4.7%	-12.1%	-0.644	-0.262	0.22	1.28	-0.1%
CN(Cc1ccco1)C(=O)Cn1nc(-c2ccc(Cl)cc2)ccc1=O	4.9%	-0.8%	4.5%	3.4%	6.5%	-3.1%	9.6%	-0.638	-0.198	-0.267	0.759	-11.0%
CCc1nnc(NC(=O)Cc2ccc(OCc3c(C)noc3C)cc2)s1	-6.5%	16.7%	-2.5%	14.7%	-2.7%	-4.4%	11.4%	-0.526	-0.297	-0.0779	0.502	0.3%
CCS(=O)(=O)N1CCN(C(=O)c2cc(OC)cc(OC)c2)CC1	-11.7%	1.7%	5.4%	1.6%	-1.6%	-1.0%	-1.1%	-0.327	-0.444	0.124	-0.238	-1.4%
CCOC(=O)N1CCN(CCC(=O)Nc2cccc(Br)c2)CC1	9.4%&9.1%	4.3%&5.2%	13.9%&-2.2%	-4.6%&-10.9%	-0.3%&5.1%	-11.2%&-3.2%	-11.4%&-10.0%	0.456&-0.0947	-0.232&-0.28	0.647&-0.0623	-0.918&0.798	-3.7%&-2.0%

Part of the list above, field by field:
Structure: CCN(CC)C1CCN(c2nc3nonc3nc2NCCOC)C1 (stereo unspecified)
  P. falciparum M17LAP = 3.6% | P. falciparum M1AAP = 8.7% | AID2073 = 10.4% | PMI inhibitors = -5.7% | Siah-1 displacement = 0.1% | LYP inhibition = 3.7% | human PMI inhibitors = -8.5% | Dynein cargo inh = -0.239 | Dynein cargo inh cytoplasmic EGFP = -0.297 | Dynein cargo inh nuclear GR-EGFP = -0.317 | Dynein cargo inh cell count = 0.594 | XIAP antagonists = -5.8%
Structure: CCCN1C(=O)/C(=C\c2ccncc2)SC1=Nc1ccccc1
  P. falciparum M17LAP = -2.8% | P. falciparum M1AAP = 10.6% | AID2073 = -3.0% | PMI inhibitors = 12.5% | Siah-1 displacement = -1.9% | LYP inhibition = -3.5% | human PMI inhibitors = 13.2% | Dynein cargo inh = -4.43* | Dynein cargo inh cytoplasmic EGFP = 0.169* | Dynein cargo inh nuclear GR-EGFP = -1.44* | Dynein cargo inh cell count = 1.57* | XIAP antagonists = 1.3%
Structure: CCN(CC)CCNCc1cc(Cl)c(OCC(=O)Nc2ccccc2)c(OC)c1
  P. falciparum M17LAP = -0.4% | P. falciparum M1AAP = 3.6% | AID2073 = -4.1% | PMI inhibitors = -2.5% | Siah-1 displacement = 6.0% | LYP inhibition = -4.7% | human PMI inhibitors = -12.1% | Dynein cargo inh = -0.644 | Dynein cargo inh cytoplasmic EGFP = -0.262 | Dynein cargo inh nuclear GR-EGFP = 0.22 | Dynein cargo inh cell count = 1.28 | XIAP antagonists = -0.1%

(next part)
SMILES	P. falciparum M17LAP	P. falciparum M1AAP	AID2073	PMI inhibitors	Siah-1 displacement	LYP inhibition	human PMI inhibitors	Dynein cargo inh	Dynein cargo inh cytoplasmic EGFP	Dynein cargo inh nuclear GR-EGFP	Dynein cargo inh cell count	XIAP antagonists
CC1CC(C)(C)NC(=S)N1CCCC(=O)Nc1ccc(Br)cc1 (stereo unspecified)	4.7%	2.1%	-2.1%	-4.0%	2.4%	-2.6%	-0.6%	0.591	-0.286	0.569	0.0401	-4.3%
O=C(/C=N/O)Nc1ccc2sc3ccccc3c2c1	-8.9%	-5.8%	7.1%	.	-8.7%	-1.6%	.	-0.134	-0.224	0.308	0.901	.
O=[N+]([O-])c1cc(S(=O)(=O)Nc2cccc(Cl)c2)ccc1N=Nc1c(O)[nH]c2ccccc12	-1.2%	8.6%	49.5%	-3.6%	7.5%	0.7%	-1.6%	-0.972	0.505	-0.312	-1.26	-2.7%
Cc1cccc(NC(=S)NCc2ccco2)c1C	3.4%	15.1%	-7.9%	-4.3%	6.7%	2.5%	-6.0%	0.191	-0.247	0.182	0.152	-2.1%
O=C(N=c1ccn(-c2nc3ccccc3nc2NS(=O)(=O)c2ccc(Cl)cc2)cc1)c1ccccc1Cl	-2.8%	2.3%	40.6%	.	12.7%	3.9%	.	0.0591	1.15	0.258	-0.122	.
Cc1nc2c3cc(Cl)ccc3n(CCN3CCCCC3)c2s1	4.9%	4.6%	-5.5%	-2.9%	0.1%	-6.0%	-5.7%	0.448	-0.0734	0.334	0.674	-3.7%
COc1cc(NC(=O)CN2CCN(c3ccccc3F)CC2)cc(OC)c1	13.7%	1.3%	2.7%	15.5%	0.3%	-4.3%	16.5%	0.603	-0.224	0.394	0.348	-1.0%
O=c1c2c3c(sc2n(CCN2CCOCC2)c(=O)n1Cc1ccco1)CCCCC3	-2.9%	5.8%	5.8%	13.4%	-0.2%	-0.7%	10.6%	-0.352	-0.192	0.0719	0.267	-2.4%
CSc1nc2cc(Cl)ccc2s1	-8.2%	3.5%	-1.1%	-2.5%	1.6%	-12.0%	8.4%	-0.455	-0.322	0.00499	0.0985	-2.2%
O=C(Oc1ccc(Cl)cc1)c1ccc2nccnc2c1	-10.2%	-5.0%	-4.3%	15.0%	1.6%	-6.0%	14.5%	0.209	0.632	0.601	-0.382	-8.4%
CCNC(=S)N1CCc2cc(OC)c(OC)cc2C1COc1ccc(F)cc1 (stereo unspecified)	3.0%	5.1%	-10.4%	9.7%	-1.5%	0.2%	4.0%	-0.283	-0.158	-0.198	0.0456	-4.1%
COc1cccc(/C=N/NC(=O)c2cc3cc([N+](=O)[O-])ccc3s2)c1O	-7.1%	7.9%	69.0%	-20.3%	-11.3%	73.6%*	-36.5%	2.29	-0.216	0.841	-1.46	-9.4%
CC(/C=N/n1c(-c2ccc(Cl)cc2)n[nH]c1=S)=C\c1ccco1	17.2%	12.6%	-10.9%	30.3%	-2.3%	4.2%	30.8%	-0.366	-0.263	-0.348	0.338	-13.9%
COc1cc(C)c(Cl)c(C)c1S(=O)(=O)NC1CC(C)(C)NC(C)(C)C1	-2.0%	-1.4%	-6.5%	0.2%	-3.3%	-8.5%	-5.7%	-1.01	-0.196	-0.339	1.23	-4.7%
CC(=O)C1=C(O)C(=O)N(c2ccc(Br)cn2)C1c1ccc(F)cc1 (stereo unspecified)	20.5%	13.3%	7.6%	-31.5%	-2.9%	-5.1%	-31.4%	0.319	-0.362	0.358	0.228	-7.1%

From PubChem BioAssay
